Assay outcomes as filed in PubChem BioAssay.
MEKK3 PB1 HTS = raises or lowers MEK5 binding to the human MEKK3 PB1 domain; bead-based flow cytometry, Alexa488-MEK5 binding to MEKK3; actives lie on both sides; 0 = blocked by unlabeled MEK5, 100 = vehicle; binding response (% of control), % at 10 µM; AID 1529; actives 1.4% (n = 290,000); Q99759;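 active means binding response more than 3 SD above or below the average of its plate-row segment, actives on both sides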;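 further: Alexa488 bead fluorescence after subtracting the streptavidin-only scavenger bead signal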
OXTR ag = activates the human oxytocin receptor | P30559 | CHO-OTR cells, Fluo-8 calcium fluorescence; normalized: DMSO 0%, oxytocin 100% | activation, % at 3 µM | actives 0.32% (n = 320,000) | AID 2435;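 active means activation above the mean of all tested compounds plus 3 SD, cutoff set per screening run, cut at about 20% in these data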;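 further: peak over basal fluorescence ratio from a 100 s FLIPR kinetic read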
Target sequence (P30559 whole entry, looked up): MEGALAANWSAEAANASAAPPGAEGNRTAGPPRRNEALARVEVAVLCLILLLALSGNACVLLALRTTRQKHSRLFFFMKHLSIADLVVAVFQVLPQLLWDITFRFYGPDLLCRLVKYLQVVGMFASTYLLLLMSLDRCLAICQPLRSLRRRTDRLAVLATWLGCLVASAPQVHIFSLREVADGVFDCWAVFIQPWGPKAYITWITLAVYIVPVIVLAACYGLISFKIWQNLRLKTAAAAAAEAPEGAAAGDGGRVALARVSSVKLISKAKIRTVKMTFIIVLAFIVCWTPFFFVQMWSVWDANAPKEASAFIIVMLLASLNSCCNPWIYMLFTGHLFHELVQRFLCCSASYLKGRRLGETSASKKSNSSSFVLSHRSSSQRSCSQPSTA
DNA FID counter = fluorescent intercalator displacement, NS3 helicase counter-screen; DNA fluorescent intercalator displacement, fluorescence; inhibition, % at 7.9 µM; actives 0.17% (n = 290,000); AID 1845; in the data active means inhibition above about 37%;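 further: 0% = vehicle and 100% = reference compound; higher means more ethidium bromide displaced from hairpin DNA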
NALP1 yeast inh = blocks the NALP1 inflammasome reconstituted in yeast; inhibition, % at 10 µM; AID 2071; actives 0.61% (n = 280,000); S. cerevisiae NALP1/ASC/caspase-1 growth, X-gal OD620, 72 h; in the data active means inhibition mostly above about 24%, no sharp cut-off; inactive means mostly below about 32%; further: some compounds called inactive have numbers as strong as hits
MEKK2mut PB1 HTS = signal of MEK5 binding to mutant human MEKK2 PB1 domain. bead flow cytometry, Alexa488-MEK5 binding to MEKK2 mutant. percent response, % at 10 µM. actives 0.35% (n = 290,000). AID 1530; in the data active means percent response above about 24%, passing the limit was not always enough; further: inactives centre near 1; some results filed as inactive read as strong as hits; reference of the scale not given here
MEKK2wt PB1 HTS = raises or lowers MEK5 binding to wildtype human MEKK2 PB1 domain; Q9Y2U5; bead flow cytometry, Alexa488-MEK5 binding to MEKK2 WT; actives lie on both sides; binding response (% of control), % at 10 µM; actives 1.1% (n = 290,000); AID 1531; in the data active means binding response below about 67% or above about 130%
PHOSPHO1 inh = blocks human PHOSPHO1 phosphatase activity | Q8TCT1 | recombinant PHOSPHO1, absorbance phosphatase assay | inhibition, % at 13.3 µM | actives 1.1% (n = 290,000); in the data active means inhibition above about 60%
Target sequence (Q8TCT1 whole entry, looked up): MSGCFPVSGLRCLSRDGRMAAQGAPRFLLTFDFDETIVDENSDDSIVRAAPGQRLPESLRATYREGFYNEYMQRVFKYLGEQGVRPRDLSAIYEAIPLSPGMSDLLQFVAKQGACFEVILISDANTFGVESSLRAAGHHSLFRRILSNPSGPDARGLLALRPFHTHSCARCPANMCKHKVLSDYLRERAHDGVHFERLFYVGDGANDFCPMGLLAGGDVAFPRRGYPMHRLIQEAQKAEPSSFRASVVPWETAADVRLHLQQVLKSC
GPR7 antag = blocks human GPR7 receptor signaling. GPR7-expressing cells, fluorescence antagonist assay. inhibition, % at 4.4 µM. actives 1.1% (n = 290,000). AID 1861; in the data active means inhibition above about 16%, passing the limit was not always enough;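 further: cells stimulated with the agonist NPW; 0% = agonist with vehicle and 100% = vehicle without agonist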
Target sequence (P48145 whole entry, looked up): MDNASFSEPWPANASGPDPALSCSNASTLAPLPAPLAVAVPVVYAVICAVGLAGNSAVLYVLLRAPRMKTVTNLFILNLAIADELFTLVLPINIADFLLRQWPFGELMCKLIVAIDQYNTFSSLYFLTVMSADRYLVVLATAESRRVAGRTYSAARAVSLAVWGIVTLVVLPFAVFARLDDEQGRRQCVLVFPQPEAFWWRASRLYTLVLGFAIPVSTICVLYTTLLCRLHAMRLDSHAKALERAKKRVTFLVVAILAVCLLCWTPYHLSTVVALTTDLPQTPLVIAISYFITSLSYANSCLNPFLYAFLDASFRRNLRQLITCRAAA
PfM18AAP inh = blocks P. falciparum M18 aspartyl aminopeptidase. recombinant PfM18AAP, H-Glu-NHMec fluorogenic cleavage. inhibition, % at 7.35 µM. actives 1.2% (n = 290,000);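 active means inhibition above the campaign mean inhibition over all tested compounds plus 3 SD, cut at about 28% in these data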;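 further: 0% = plate median of test compound wells and 100% = 2 mM ZnCl2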
Active calls of the source: *; . = not tested or not shown; [ ] = another dose, or the depositor's remark.

SMILES	MEKK3 PB1 HTS	OXTR ag	DNA FID counter	NALP1 yeast inh	MEKK2mut PB1 HTS	MEKK2wt PB1 HTS	PHOSPHO1 inh	GPR7 antag	PfM18AAP inh
CN(C)c1ccc(NC(=O)CCn2c(=S)oc3ccccc32)cc1	96	-0.5	2	28	-1	96	43	7	6
COc1ccc(N(C(=O)c2ccn[nH]2)C(C(=O)NC2CCCC2)c2ccc(F)cc2)cc1 (stereo unspecified)	103	1.5	-37	4	0	101	44	-10	2
CC(=O)OCn1ncc(N2CCOCC2)c(Br)c1=O	107	0.2	-6	-5	10	113	20	-14	0
O=C(Nc1ccc(Cl)cc1)OC(CN1CCCCC1)C(F)(F)F (stereo unspecified)	114	-0.9	5	25*	18	120	19	-19	-12
O=C(NC(=S)N1CCCCCC1)c1ccccc1	95	.	-11	-2	-7	95	18	0	6
COC(=O)c1cc(CNC(=O)C(C)NS(=O)(=O)c2ccc(C)c(C)c2)ccc1OC (stereo unspecified)	99	-1.0	-18	21	-3	103	13	-4	-5
COc1ccc(Cl)cc1NC(=S)NCc1cccs1	105	-0.5	3	8	-1	109	39	6	2
COc1ccc(C(=O)Nn2c(C)ccc2C)cc1OC	96	-1.1	-13	-1	2	95	-28	-9	6
COc1ccc(CNC(=O)CN2C(=O)NC(C)(c3cccc4ccccc34)C2=O)cc1OC (stereo unspecified)	99	-0.1	-26	19	0	103	-17	-17	-5
COc1ccc2c(CC(=O)N[C@@H](Cc3c[nH]c4ccccc34)C(=O)O)cc(=O)oc2c1	107	-0.5	-24	17	0	106	33	5	-1
Cc1csc(NC(=O)c2ccco2)n1	101	-0.7	3	-9	2	101	10	2	-1
Cc1cccc(NC(=S)N(CCc2ccncc2)C(C)C)c1C	100	1.3	-1	9	-5	96	8	14	11
C=CCOC(=O)C1=C(C)NC(C)=C(C(=O)OCC=C)C1c1ccc(C)o1	79	-2.2	-20	.	-19	82	17	-5	1
CC(C)CCNC(=O)C1c2ccccc2Oc2ccccc21	105	-2.2	-4	-3	2	105	9	7	-2
Cc1cc(NC(=O)c2ccc(C)s2)n(-c2nc3ccccc3[nH]2)n1	88	-0.7	-2	26	-5	93	-3	1	-7
Nn1c(SCc2cccc3ccccc23)nnc1-c1ccco1	102	-1.6	-11	-13	2	104	23	2	-12
O=C(N=C1SC2CS(=O)(=O)CC2N1c1ccccc1C(F)(F)F)C1CCCO1 (stereo unspecified)	106	0.1	-8	20	5	103	-4	8	-2
CCO/N=C(/C)c1c(O)cc(-c2ccccc2)n(-c2ccccc2)c1=O	96	-0.4	-15	20	-3	96	-8	-6	-5
O=C(CCl)N(Cc1cc(=O)[nH]c2ccccc12)c1ccccc1	107	0.2	-7	8	9	107	15	-3	11
COc1cc(O)c(NC(C)=O)c2nonc12	100	0.1	-1	-11	5	96	3	0	33*

Shown with values under each structure: part of the list above.
Below each compound – MEKK3 PB1 HTS	OXTR ag	DNA FID counter	NALP1 yeast inh	MEKK2mut PB1 HTS	MEKK2wt PB1 HTS	PHOSPHO1 inh	GPR7 antag	PfM18AAP inh
> COc1ccc(C(=O)Nn2c(C)ccc2C)cc1OC
  96	-1.1	-13	-1	2	95	-28	-9	6
> CC(=O)OCn1ncc(N2CCOCC2)c(Br)c1=O
  107	0.2	-6	-5	10	113	20	-14	0

Remaining list, next part:
SMILES	MEKK3 PB1 HTS	OXTR ag	DNA FID counter	NALP1 yeast inh	MEKK2mut PB1 HTS	MEKK2wt PB1 HTS	PHOSPHO1 inh	GPR7 antag	PfM18AAP inh
Cc1ccc(NC(=O)CN2CCC(NC(=O)c3cccc(F)c3)CC2)cc1C	109	.	-1	12	9	107	24	-6	-3
CCn1ncc(/C=N\NC(=O)c2cc(-c3ccc(C)cc3C)nc3ccccc23)c1C	101	-0.6	-5	2	1	102	16	1	-2
CC(C)=C1Cc2ccccc2C1=O	105	0.3	0	3	8	101	16	-6	0
Cc1nc2c(C)cccn2c1/C(O)=C1\C(=O)C(=O)N(CCN(C)C)C1c1ccco1 (stereo unspecified)	99	0.6	-4	7	-2	100	16	-11	3
CCCCN1CNC(=S)N(c2ccccc2OCC)C1	89	-0.6	-12	11	-4	94	9	-3	-5
C1=C(c2ccccc2)CCN(c2ncnc3nc[nH]c23)C1	107	0.0	-1	16	12	107	22	1	7
CC(C)(C)n1ncc2c(=O)n(CC(=O)c3ccc(Cl)cc3)cnc21	104	-0.7	0	16	-9	101	50	3	9
CCCCCc1nc2sc3c(c2c(=O)n1N)CCC3	86	-1.6	-3	12	3	95	-2	7	0
O=C(NCCN1CCOCC1)c1ccc(=O)n(Cc2ccc(Cl)cc2)c1	107	1.4	-1	8	2	101	0	-1	-2
COc1cccc(OCCNc2cc(Cl)ccc2[N+](=O)[O-])c1	98	0.7	3	37	0	100	10	-16	-5
NC(=S)Nc1cccc(-c2n[nH]c(=S)o2)c1	120	0.2	1	-3	19	116	-56	-6	0
CC1(C(=O)O)CCC(C(=O)Nc2ccc(F)cc2)C1(C)C (stereo unspecified)	100	0.3	-3	12	1	101	14	-3	0
CC(=O)C(/C=N/c1ncc(C(F)(F)F)cc1Cl)=C(\C)O	110	-0.1	-6	-4	0	106	46	-11	-3
CC1CN(Cc2cc(=O)[nH]c(C3CC3)n2)CC(C)O1 (stereo unspecified)	2.0*[inhibitor]	-0.7	-5	17	-16	3.0*[inhibitor]	-22	-6	-15
O=C(/C=C/c1cc2c(cc1Br)OCO2)NCc1ccc(F)cc1	103	-0.3	7	33	7	107	14	-9	2
COc1ccccc1CNS(=O)(=O)c1cccc(S(=O)(=O)N2CCOCC2)c1	102	-0.2	-16	38	5	105	0	-11	1
CCN1CCN(C(=O)/C=C/c2ccc(OC)cc2)CC1	102	0.8	-3	20	2	104	.	-15	0
O=C(NCc1cccc(C(F)(F)F)c1)c1cccc(Cl)c1Cl	97	-2.0	-8	20	-2	100	9	9	-2
O=c1cnc2ccccc2n1Cc1ccccc1C(F)(F)F	102	-0.6	-9	29	-3	100	-120	4	-3
Cc1ccccc1NC(=O)NC1(C(=O)NCC2CCCO2)CCCCC1 (stereo unspecified)	101	0.0	-6	7	3	103	6	1	-2

Next structures.
SMILES	MEKK3 PB1 HTS	OXTR ag	DNA FID counter	NALP1 yeast inh	MEKK2mut PB1 HTS	MEKK2wt PB1 HTS	PHOSPHO1 inh	GPR7 antag	PfM18AAP inh
O=C(c1ccncc1)c1ccc(NC(=O)c2cccs2)cc1	93	4.6	3	13	-9	95	16	-3	0
CCOC(=O)Nc1ccc(Oc2ccccc2)cc1	100	-1.7	-6	17	-8	97	-11	-6	8
CCCOc1ccc(N2CC(C(=O)Nc3ccccc3OC)CC2=O)cc1 (stereo unspecified)	97	-0.1	-30	27	-3	98	-6	-13	0
COc1cccc(NC(=O)/C=C/c2ccco2)c1	.	-1.7	-5	-20	.	.	21	-7	-12
COc1cccc(CNCCOCCO)c1OC	104	-0.3	6	-7	1	99	3	-10	-9
CC(C)(C)C1=NN=C2c3ccccc3C(=O)C21 (stereo unspecified)	101	-2.1	-6	23	4	104	25	-5	-2
COc1cc(COCC(O)CN2C(C)CCCC2C)cc(OC)c1OC (stereo unspecified)	107	1.2	-7	1	11	107	40	-20	3
CC1=C(C)CC(C(=O)Nc2ccc3c(c2)OCO3)C(C(=O)O)C1 (stereo unspecified)	103	0.5	1	11	5	105	32	-14	15
CCCCCCC1(C)NC(=S)N(c2ccccc2)N1 (stereo unspecified)	103	0.8	-3	16	6	105	-20	-6	11
CCN(CC)c1ccc(/C=N/NC(=O)Cc2cccs2)cc1	94	-2.0	-6	18	0	95	7	-12	5
O=C(NCCc1ccccc1)C1CCC(Cn2c(=O)c3ccccc3n(Cc3cccnc3)c2=O)CC1 (stereo unspecified)	99	-0.1	-20	12	-1	94	-2	-12	-8
CCOc1ccccc1C(=O)Nc1ccc(S(=O)(=O)Nc2nccc(C)n2)cc1	108	-0.3	-31	13	14	125	19	-22	-2
CCOc1ccc2nc(SCC(=O)Nc3ccc(S(=O)(=O)N4CCCC4)cc3)c(C)cc2c1	98	-0.1	-5	.	1	104	10	-6	-8
CCCCc1cc(=O)oc2cc(C)cc(OCC(=O)NCc3ccccn3)c12	103	-1.7	-39	4	4	100	18	9	-2
c1ccc(-c2noc(C3CCC3)n2)nc1	92	-0.2	-2	.	-3	93	-6	-2	3
O=C1N=C(N2CCOCC2)S/C1=C/c1ccc(-c2ccc(F)cc2)o1	99	-2.0	-20	1	-6	87	37	-7	-45
CC(NC(=O)NNC(=O)c1ccncc1)(C(F)(F)F)C(F)(F)F	103	0.7	-9	34	1	100	23	-16	-1
COc1ccccc1NC1CCCCC1NS(=O)(=O)c1ccc(C)cc1 (stereo unspecified)	100	.	-18	7	1	96	31	-18	10
Cc1cc(N)n2nc(-c3ccc(C(C)(C)C)cc3)cc2n1	104	-1.2	18	0	4	103	15	-8	-4
COc1ccc(N2CCN(CCNS(=O)(=O)c3cccc4nsnc34)CC2)cc1	101	.	6	7	15	103	4	-5	-2

The results go on.
SMILES	MEKK3 PB1 HTS	OXTR ag	DNA FID counter	NALP1 yeast inh	MEKK2mut PB1 HTS	MEKK2wt PB1 HTS	PHOSPHO1 inh	GPR7 antag	PfM18AAP inh
CNc1nc(C)c(C(C)=O)cc1C#N	92	1.9	-4	3	-3	94	-1	-10	0
O=C(Cc1ccc(Cl)cc1)N1CCN(c2ccccc2)CC1	101	-0.7	-30	24	2	99	-2	20	3
O=C(Nc1ccccc1)N1CCC(O)(c2cccc(C(F)(F)F)c2)CC1	101	2.8	-15	20	0	101	19	-2	1
Cc1ccc(-c2ccc(C(=O)O)[nH]2)cc1	101	0.1	5	-13	0	97	-9	16	-15
COCCNC(=O)c1cc2cc(Cl)cc(Cl)c2oc1=O	105	0.2	0	12	2	103	33	-9	8
Cc1cc(S(=O)(=O)Nc2cccc([N+](=O)[O-])c2)c(C)s1	101	1.2	6	-40	2	104	20	-7	-2
c1ccc(-c2cn(C[C@H]3CC[C@@H]([C@@H]4CC[C@H](Cn5cc(-c6ccccn6)nn5)O4)O3)nn2)nc1	104	-0.4	-25	11	4	98	-24	-9	2
CN(C)c1ccc2c(c1)OC(N)=C(C#N)C2c1cccc(F)c1 (stereo unspecified)	.	18	-5	-2	.	.	-41	14	30*
O=C(CCC1CCCCC1)NCCN1C2=NC[C@H](Cc3ccc(O)cc3)N2C[C@H]1Cc1ccc(O)cc1	70	-0.1	16	19	8	118	22	1	-16
CC1=CN2C(=N)/C(=C/c3ccc(C)o3)C(=O)N=C2S1	95	-0.3	-1	21	1	103	-1	9	14
O=C(CSc1ccc(Cl)cc1)Nc1nnc(-c2cccc([N+](=O)[O-])c2)s1	113	1.3	0	30	10	101	-11	-7	-7
COc1cc(-c2ccc(NC(=O)NC3CC3)c(OC)c2)ccc1NC(=O)NC1CC1	92	-0.7	-25	18	-8	92	-2	-3	-4
O=C1NC(=O)/C(=C/c2ccccc2Cl)N1	102	0.0	-2	16	0	100	31	7	-10
C=CCC1NS(=O)(=O)OCC1C(C)C (stereo unspecified)	102	-0.2	-6	18	-1	104	-24	2	-7
O=C(O)/C=C/c1coc2ccc(F)cc2c1=O	72*[inhibitor]	-0.1	-1	17	0	99	7	6	2
Cc1ccccc1C(=O)NC(=S)Nc1ccc(S(=O)(=O)N2CCOCC2)cc1	90	0.8	-2	9	2	89	-1	-4	0
Cc1cc(C)cc(NC(=O)CCn2c(=O)c3cccn3c3ccccc32)c1	100	-1.6	-35	18	2	100	38	-1	-8
Cn1c(CCNC(=O)c2ccco2)nc2cc(NC(=O)c3ccccc3)ccc21	98	0.1	-26	8	3	99	44	-15	5

3 of the entries above in order of the MEKK2wt PB1 HTS value, rising.
smiles | MEKK2wt PB1 HTS
Cc1ccc(-c2ccc(C(=O)O)[nH]2)cc1 | 97
C=CCC1NS(=O)(=O)OCC1C(C)C (stereo unspecified) | 104
O=C(CCC1CCCCC1)NCCN1C2=NC[C@H](Cc3ccc(O)cc3)N2C[C@H]1Cc1ccc(O)cc1 | 118
